# NSD2 HMT inh – NSD2 (human) methyltransferase inhibition. O96028. NSD2 peptide methylation, AlphaScreen, 120 min. inhibition, % at 12.5 µM. 0.54% of 310,000 active. AID 743445; in the data active means inhibition above about 50%
# Target sequence (O96028 whole entry, looked up): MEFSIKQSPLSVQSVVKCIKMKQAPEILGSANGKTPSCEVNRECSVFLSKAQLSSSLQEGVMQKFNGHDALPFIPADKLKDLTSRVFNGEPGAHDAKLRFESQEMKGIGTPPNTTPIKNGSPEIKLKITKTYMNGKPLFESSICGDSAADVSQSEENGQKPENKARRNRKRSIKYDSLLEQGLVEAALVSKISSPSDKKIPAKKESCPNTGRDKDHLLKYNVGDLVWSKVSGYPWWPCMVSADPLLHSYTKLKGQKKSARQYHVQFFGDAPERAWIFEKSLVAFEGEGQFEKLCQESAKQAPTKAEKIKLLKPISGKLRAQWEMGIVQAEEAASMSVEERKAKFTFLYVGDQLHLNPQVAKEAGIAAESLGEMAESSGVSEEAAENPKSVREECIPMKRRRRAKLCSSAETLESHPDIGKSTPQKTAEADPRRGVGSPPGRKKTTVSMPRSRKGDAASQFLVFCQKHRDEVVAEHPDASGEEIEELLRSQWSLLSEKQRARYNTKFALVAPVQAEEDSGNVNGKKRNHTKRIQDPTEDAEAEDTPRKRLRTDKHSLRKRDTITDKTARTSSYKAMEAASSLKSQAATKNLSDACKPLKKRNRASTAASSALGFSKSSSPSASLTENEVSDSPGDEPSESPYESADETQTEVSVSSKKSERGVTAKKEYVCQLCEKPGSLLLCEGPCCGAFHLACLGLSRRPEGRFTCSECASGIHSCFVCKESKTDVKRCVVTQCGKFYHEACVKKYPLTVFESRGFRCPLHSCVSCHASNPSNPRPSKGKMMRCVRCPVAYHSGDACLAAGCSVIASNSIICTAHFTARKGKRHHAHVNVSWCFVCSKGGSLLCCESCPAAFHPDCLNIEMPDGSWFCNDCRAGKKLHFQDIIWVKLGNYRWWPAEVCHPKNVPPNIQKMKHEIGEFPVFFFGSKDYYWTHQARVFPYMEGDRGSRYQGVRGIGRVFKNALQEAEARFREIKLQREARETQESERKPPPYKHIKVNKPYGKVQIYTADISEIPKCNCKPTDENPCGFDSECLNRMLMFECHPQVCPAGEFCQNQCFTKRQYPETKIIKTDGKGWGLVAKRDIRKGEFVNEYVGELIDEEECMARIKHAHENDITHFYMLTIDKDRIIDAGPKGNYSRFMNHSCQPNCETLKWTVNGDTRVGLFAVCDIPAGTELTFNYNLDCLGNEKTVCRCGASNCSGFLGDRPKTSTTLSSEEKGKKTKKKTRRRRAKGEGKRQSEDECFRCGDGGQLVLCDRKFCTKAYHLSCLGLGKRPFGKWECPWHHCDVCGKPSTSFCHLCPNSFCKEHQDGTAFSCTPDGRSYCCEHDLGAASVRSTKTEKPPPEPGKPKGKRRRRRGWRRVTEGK
# Keap1 Nrf2 FP – Keap1-Nrf2 (human) interaction inhibition; 0.15% of 340,000 active; Q14145; inhibition, % at 9.4 µM; Keap1 Kelch-Nrf2 peptide fluorescence polarization, 1536-well; AID 504523; in the data active means inhibition above about 12%;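 further: human Keap1 Kelch domain with fluorescein labeled Nrf2 9mer peptide probe; 0% = neutral control wells and 100% = peptide positive control; higher means more block of Keap1 binding to Nrf2 peptide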
# PvdQ acylase – P. aeruginosa PvdQ acylase inhibition | purified PvdQ acylase, fluorescence plate reader | AID 488965 | inhibition, % at 10 µM | 0.063% of 340,000 active; in the data active means inhibition above about 30%, passing the limit was not always enough;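 further: 0% = vehicle neutral wells and 100% = reference inhibitor wells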
# Rtt109 Vps75 – C. albicans Rtt109 histone acetyltransferase inhibition. Q5AAJ8. purified Rtt109/Vps75, ThioGlo CoA-SH fluorescence, 4 h. inhibition, % at 34.9 µM. AID 540336. 0.16% of 330,000 active;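 active means inhibition of at least 50% in every replicate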
# C-LANA FP – blocks KSHV LANA C-terminal domain binding to DNA | MBP-C-LANA/FAM-LBS DNA binding, fluorescence polarization | inhibition, % at 9 µM | 0.078% of 340,000 active | AID 504423;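 active means highest replicate inhibition at or above 60% at 9 µM, even if other replicates fall short; inactive means all replicates below 60% inhibition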;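 further: 0% = neutral control wells and 100% = 4 µM acridine orange control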
# CDK5 inh – inhibitors of human CDK5/p35 kinase. 0.01% of 330,000 active. inhibition, % at 10 µM. Recombinant CDK5/p35, ADP-Glo luminescence, 60 min. Q00535+Q15078;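 active means highest replicate inhibition of at least 50% and at least 75% of replicates reaching 50%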;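 further: plate controls were DMSO neutral control for no effect and GW8510 at 10 µM for full effect; many of its hits are not listed in these tables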
# RTF Ca sens act – cardiac RTF calcium sensitization; P19429+P45379; IANBD-labeled TnC RTF fluorescence at EC20 calcium; 0% EC20 calcium, 100% full calcium; activation, % at 7.2 µM; 0.24% of 340,000 active; AID 493008;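 active means activation above the mean over all tested compounds plus 3 SD, cut at about 30% in these data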;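 further: rise in fluorescence read as greater calcium sensitivity of cardiac thin filaments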
# RTF Ca sens inh – cardiac RTF calcium desensitization; P19429+P45379; IANBD-labeled cardiac RTF, Ca2+ fluorescence; inhibition, % at 7.15 µM; 0.12% of 340,000 active; AID 493244;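 active means inhibition above the mean inhibition of all tested compounds plus 3 SD, cut at about 17% in these data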;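 further: assay run at fixed EC70 calcium of 1.6 mM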
# dFosB activator – mouse delta FosB homodimer activation; P13346; purified delta FosB, TAMRA-CDK5 oligo fluorescence polarization; percent of positive-control signal above neutral wells; activation, % at 25 µM; 0.99% of 340,000 active; AID 493131;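 active means mean activation above about 17%, with every replicate also reaching it, limit read from the data, passing the limit was not always enough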;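 further: fluorescence polarization rise as delta FosB binds a TAMRA Cdk5 AP-1 oligo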
# Mot1-301 SUMO – inhibitors of SUMOylation pathway: yeast Mot1-301 growth rescue | S. cerevisiae Mot1-301 growth rescue, ATP luminescence, 38.5C; percent above DMSO median, 100 means doubled | growth rescue, % at 18.8 µM | 1% of 320,000 active;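 active means every valid replicate shows activation above 250% relative to neutral control wells; inactive means the rest, any valid replicate at or below 250%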;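 further: OY570 slx delta 5 strain wells were the positive control but not used for scaling; some compounds called inactive have numbers as strong as hits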
# PfHsp90 yeast 2 – reduces growth (ATP signal) of yeast expressing P. falciparum Hsp90; S. cerevisiae expressing PfHsp90, BacTiter-Glo ATP, 48 h; yeast lacking PDR1 and PDR3 efflux regulators; inhibition, % at 9.4 µM; 0.32% of 310,000 active; AID 504621;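 active means every replicate shows inhibition above about 80%, whatever the replicate mean, limit read from the data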;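 further: 0% = DMSO neutral controls and 100% = 20 µM radicicol positive controls; yeast relying on Plasmodium falciparum Hsp90 in place of its own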
# The depositor's hits bear a star; · = not tested or not shown.
SMILES,NSD2 HMT inh,Keap1 Nrf2 FP,PvdQ acylase,Rtt109 Vps75,C-LANA FP,CDK5 inh,RTF Ca sens act,RTF Ca sens inh,dFosB activator,Mot1-301 SUMO,PfHsp90 yeast 2
COC(=O)c1cc(S(=O)(=O)Nc2cccc(-c3cnco3)c2)oc1C,-1,-4,-17,2,-2.0,-0.4,-1,-2,-1,11,0
O=C(Nc1ccccc1-c1ccccc1)C1CCCCC1,-1,-1,-15,-2,-0.2,-1.5,4,-12,-19,-13,-77
CC(OC(=O)/C(C#N)=C/c1ccc(N(C)C)cc1)C(=O)NCc1ccco1 (centres undefined),1,-1,-17,-5,5.9,0.4,15,-7,-70,19,-31
CNC(=O)NNC(=O)c1csc(-c2ccc(C(F)(F)F)cc2Cl)n1,-4,-4,-8,-3,-2.1,2.6,·,·,-7,381*,11
CCN(CC)S(=O)(=O)c1ccc(N2CCCC2)c(NC(=O)c2ccncc2)c1,11,2,-5,-2,-1.3,-1.4,5,-10,1,2,24
CCOC(=O)C1=C(COC(=O)CSc2ccc(C)cc2C)NC(=O)NC1C (centres undefined),0,-4,-11,10,-0.6,-0.4,-5,-5,-2,·,·
CC(C)Oc1ccc(C(=O)Nc2ccc(N(C)C)cc2)cc1,4,-5,-5,-3,0.7,-1.0,-15,-5,-14,3,9
CCOC(=O)CN(C(=O)Cn1nnc2ccccc21)C(C(=O)NCCOC)c1ccccc1C (centres undefined),1,-5,3,-10,0.1,0.6,6,5,-1,-14,-1
O=C(COc1cccc(Cl)c1)Nc1cc(S(=O)(=O)N2CCOCC2)ccc1N1CCOCC1,0,-1,4,4,0.9,0.5,-1,1,-9,-18,-4
Cc1cc(N2CCN(c3nnnn3-c3ccccc3)CC2)n2ncnc2n1,-4,-2,-11,0,0.1,0.8,-5,2,-6,0,-11
COc1ccc(S(=O)(=O)N2CCC(C(=O)Nc3ccc4c(c3)OCCO4)CC2)cc1OC,-3,-2,11,3,5.1,1.2,2,-9,-4,-8,31
CCOC(=O)N1CCN(C(=O)c2cc3ccccc3o2)CC1,-4,-7,-16,3,2.4,-0.8,-3,-5,2,0,-5

# As a short view, some entries already given:
SMILES,NSD2 HMT inh,Keap1 Nrf2 FP,PvdQ acylase,Rtt109 Vps75,C-LANA FP,CDK5 inh,RTF Ca sens act,RTF Ca sens inh,dFosB activator,Mot1-301 SUMO,PfHsp90 yeast 2
COC(=O)c1cc(S(=O)(=O)Nc2cccc(-c3cnco3)c2)oc1C,-1,-4,-17,2,-2.0,-0.4,-1,-2,-1,11,0
O=C(Nc1ccccc1-c1ccccc1)C1CCCCC1,-1,-1,-15,-2,-0.2,-1.5,4,-12,-19,-13,-77

# Further structures follow.
SMILES,NSD2 HMT inh,Keap1 Nrf2 FP,PvdQ acylase,Rtt109 Vps75,C-LANA FP,CDK5 inh,RTF Ca sens act,RTF Ca sens inh,dFosB activator,Mot1-301 SUMO,PfHsp90 yeast 2
COc1cc2c(c3oc(-c4ccccc4)cc(=O)c13)C=CC(C)(C)O2,·,2,-10,2,0.7,-2.1,-2,5,-9,-35,-6
CCN(CC(=O)Nc1c(F)cccc1F)C(=O)C1CCN(S(=O)(=O)c2ccc(C)cc2C)CC1,-1,-2,4,23,-1.4,1.0,-2,-1,-11,73,·
COc1nnc(-c2ccc(N3CCOCC3)c(NC(=O)c3ccc(C)cc3)c2)c2ccccc12,·,2,-1,7,1.1,-0.5,1,1,0,9,-12
O=C(c1cccs1)N1CCN(c2ccc(Cl)cc2)CC1,-4,-7,-13,-7,0.8,1.8,-2,1,-7,-1,6
O=C(Oc1ccc(O)cc1)C12CC3CC(CC(C3)C1)C2,4,2,-1,1,0.6,-4.1,-3,4,-8,-24,-24
COC(=O)C(NC(=O)CNS(=O)(=O)c1ccc(Br)cc1)c1ccccc1 (centres undefined),-3,-2,-9,21,0.4,-1.9,2,-4,-5,4,24
CN(Cc1ccccc1)C(=O)CC(c1ccccc1)c1cc(Cl)ccc1O (centres undefined),-4,2,2,10,1.1,-0.7,-13,2,8,21,6
CCCC(=O)Nc1nc2nc(-c3ccccc3)cc(=O)n2[nH]1,0,2,-2,6,-0.4,0.4,3,-8,-2,11,2
Cc1cc(C(=O)COc2ccc(C#N)cc2)c(C)n1C1CC1,10,-3,-11,-9,1.3,0.3,2,10,5,0,-22
O=S(=O)(NC1CCCCC1)c1ccc(Cl)s1,-2,3,4,8,0.6,0.1,7,-4,-7,14,-3
CC(C)c1ccc(C(=O)NN2CCOCC2)cc1,-1,1,-20,-6,-0.5,0.0,-2,-5,-6,-5,4
COC(=O)C1=C(C)NC(=O)NC1c1ccco1 (centres undefined),0,-5,-9,-2,-0.1,1.6,0,-12,4,0,2
COc1ccc2c(c1)c(CC(=O)NCc1cc([N+](=O)[O-])ccc1O)c(C)n2C(=O)c1ccc(Cl)cc1,0,0,-11,5,1.5,-0.6,0,-2,-7,310,0
O=C(CCS(=O)(=O)c1ccccc1)Nc1nnc(C(F)(F)F)s1,-2,-2,-5,-3,0.7,0.4,3,8,2,-17,-9
Cc1ccc(C)c2nc(Cl)c(C3NC(=O)c4ccccc4N3)cc12 (centres undefined),0,4,-3,0,-3.0,0.6,5,-1,-9,-5,24
c1ccc(Cn2nnc3c(N4CCCC4)ncnc32)cc1,-6,-4,5,37,-1.5,0.1,4,-3,-8,404,0
CCOc1[nH]n(-c2ccccc2)c(=O)c1C=NCc1ccncc1,40,6,-14,·,0.6,-2.8,1,1,-15,11,2
CCN(CC)C(=O)/C(=C\c1cccc([N+](=O)[O-])c1)NC(=O)c1ccco1,-1,1,-4,0,-0.3,-1.0,2,-6,2,-12,17
COc1ccc(C(CNC(=O)c2cccn2C)N2CCOCC2)cc1 (centres undefined),-2,-9,-16,3,0.3,-0.9,0,3,3,8,14
CN1C/C(=N\S(=O)(=O)c2ccccc2)N(C)C1=O,-2,2,8,-3,-1.1,-0.9,1,5,5,-4,7
Cn1cc(S(=O)(=O)Nc2ccc(Cl)cc2Cl)c(=O)n(C)c1=O,·,-4,4,-1,0.0,1.9,5,-3,-7,-20,6
O=C(COc1ccc(F)cc1Br)N1CCc2ccccc21,-2,-1,-10,2,-0.4,2.0,-2,4,-10,·,30
CC1=NN(c2ccc([N+](=O)[O-])cc2)C(c2ccccc2)C1 (centres undefined),-1,0,7,3,-0.7,0.8,-1,-2,0,·,0
COc1ccc2c(c1)[C@H]1[C@H](CO2)[C@H](c2ccccc2)[C@]2(C)C(=O)Nc3cc(F)c(F)cc3C(=O)N12,·,-5,1,-4,-0.1,-2.9,2,-4,6,61,-10
CN(C)c1ccc(P(=O)(CC(=O)N/N=C/c2ccc(C#N)cc2)OCCCl)cc1 (centres undefined),-3,0,2,13,-0.4,-1.1,7,4,0,5,24
C=CCn1c(SCC(=O)c2ccc(O)c(O)c2)nnc1-c1ccc(C)cc1,·,-4,-10,0,-0.1,-3.0,1,-1,-3,0,·
COc1ccc2nc(N3C(=O)CC(Cc4cc(C)cc(C)c4)C3=O)sc2c1 (centres undefined),-5,-2,-6,9,-1.2,0.3,2,-4,-9,5,-14
COc1ccc(CC(=O)N2CCN(c3ccccc3OC)CC2)cc1OC,-1,0,0,0,2.9,1.0,-2,-7,3,-4,-7
C#CCOCCOCCOCCNc1nc(N2CCOCC2)nc(N2CCN(C(=O)[C@H](Cc3ccc(O)cc3)n3cc([C@@H](N)C(C)CC)nn3)CC2)n1 (some centres undefined),·,-6,1,27,-1.5,0.6,2,-7,0,10,-5
Cc1ccc2[nH]c(=O)c(CN(C(=O)c3cccs3)c3ccccc3)cc2c1,-2,-5,-5,-6,3.7,1.1,6,4,-25,-2,-12
COC(=O)Cc1c(O)ccn(Cc2ccc(F)cc2)c1=O,0,-1,6,1,0.0,0.4,12,-10,-1,-3,-17
C=C(CN(C)C)C(=O)c1ccc(OC2OC(COC(C)=O)C(OC(C)=O)C(OC(C)=O)C2OC(C)=O)cc1 (centres undefined),1,-2,11,3,-1.4,1.1,-5,-3,21*,·,-16
COc1ccc(Cl)cc1C(=O)N1CCN=C1SC,·,-3,-14,-2,-0.3,-0.1,-3,-4,1,-17,10
Cc1c(NC(=S)NC(=O)c2cc3ccccc3o2)c(=O)n(-c2ccccc2)n1C,-3,-3,-3,-21,0.6,1.0,7,2,-5,189,2
Cn1cccc1Cc1nnc(SCC(N)=O)n1CCc1ccccc1,·,-2,-9,3,-0.8,0.6,2,7,-7,34,-3
COc1ccc(C2=NOC(Cn3nc(C(=O)NCC4CC4)cc3-c3ccccc3)C2)cc1 (centres undefined),·,-4,6,1,-0.6,3.3,-2,-3,3,527,2
N/N=c1\sc2ccccc2n1-c1ccccc1,-2,-2,-4,2,-2.1,1.1,1,-13,-9,-13,-4
CCOC(=O)[C@H]1[C@H]2COc3cc(OC)ccc3[C@@H]2N2C(=O)c3ccc(F)cc3NC(=O)[C@@]12C,·,-7,-19,12,0.4,-8.6,0,6,-8,-14,-11
O=C(COC(=O)/C=C/c1ccccc1)NCc1ccc(Cl)cc1,0,-5,-8,-2,1.8,-1.7,4,-1,3,4,-29
O=C(Nc1nnc(-c2ccccc2Cl)o1)c1cccnc1,-6,-3,12,-4,-0.4,0.5,11,0,-10,-14,·
CCN(CC(=O)Nc1cc(OC)ccc1OC)Cc1nc2ccccc2c(=O)[nH]1,4,-8,-10,-9,-1.6,-1.2,0,3,-5,33,-45
O=C(c1ccc(=O)[nH]n1)N1CCc2ccccc2C1,·,-2,7,39,-1.2,-0.6,4,-4,7,5,35
O=C(CNC(=O)Cc1ccccc1)NCc1cccc(C(F)(F)F)c1,24,-4,-16,1,1.7,-1.8,4,0,-6,4,-14
CCNc1nc(NCC)n2c(SCC(=O)Nc3ccccc3[N+](=O)[O-])nnc2n1,-2,0,-1,19,-1.2,1.6,1,-11,-1,-5,17
C/C(=N\NC(=O)c1nnn(-c2nonc2N)c1-c1ccc2c(c1)OCO2)c1ccc(F)cc1,2,-1,-5,-9,0.4,0.0,-5,-5,13,47,-17
O=C(CSc1ncnc2c1cnn2Cc1ccccc1)Nc1ccc2c(c1)OCCO2,-1,-8,-10,-4,-0.1,1.2,-7,-7,-2,2,-9
Cn1c(CN2CCOCC2)nnc1SCC(=O)Nc1ccc([N+](=O)[O-])cc1O,2,-2,7,6,3.1,-0.1,0,-9,1,-11,1
Cc1ccc2nsnc2c1S(=O)(=O)N1CCCC1C(=O)O (centres undefined),-2,-2,11,-2,-0.1,4.9,-4,14,2,212,-5
O=C(Cc1ccc2c(c1)OCCO2)N1CCN(S(=O)(=O)c2ccccc2C(F)(F)F)CC1,0,4,-14,-4,-0.1,-0.6,0,-11,-1,44,-25
O=C(N/N=C/c1coc2ccccc2c1=O)c1ccccc1,0,-4,-12,-1,-0.8,-0.4,-2,-8,-2,2,9
O=C(Cn1c(=O)oc2cc(S(=O)(=O)N3CCCC3)ccc21)N1CCN(c2ccccc2F)CC1,·,-2,-8,2,-1.6,0.9,-6,-1,13,-2,-15
C=CCn1c(N)c(C(=O)N2CCN(C)CC2)sc1=S,2,-2,-1,2,1.5,4.7,7,0,0,-10,·
